GRP78 ERSR act: ER stress response induction in glioma. U87-MG GRP78 promoter luciferase reporter, 16 h. Potency, µM, inactives show top-dose activation, actives largely listed as activators. hit rate 0.02% among 420,000; also: potency is read from the fitted curve at half-maximal effect; series mostly up to about 76 µM; % of control where 0% means no effect; nearly all actives have a fitted effect of over 35% in size
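ERSR induction read as luciferase luminescence (Bright-Glo, 10 min at room temperature) in stably transfected human U87-MG glioma cells exposed to compounds for 16 h, using GRP78 as sensor.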
D1 agonist: human D1 receptor agonism. hit rate 1% among 360,000. P21728. activation, % at 2 µM. HEK293 T-REx D1 cells, calcium flux, agonist mode; in the data active = activation above about 30%; also: 0% is about no effect
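Agonism was scored from calcium flux recorded over 180 s (1 read/s) after pintool compound addition, following a 10-cycle baseline. Cells were inducible force-coupled HEK293 TREx D1, plated overnight at 30 C and loaded with no-wash calcium dye.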
Vif-A3F inh: blocks the Vif interaction with APOBEC3F. HeLa A3F-eYFP + Vif (tagged APOBEC3F with the HIV-1 protein that degrades it), YFP fluorescence increase. Potency, µM (highest dose often 46.1 µM), without a hit: at the top dose activity, negative = active. hit rate 0.2% among 390,000. AID 602313; also: potency is read from the fitted curve at half-maximal effect; % of control where 0% means no effect; nearly all actives have a fitted effect of over 65% in size
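HeLa cells stably expressing Vif plus C-terminally eYFP-tagged A3F were seeded, incubated overnight at 37 deg C, dosed with compound, incubated overnight again at 37 deg C. Yellow fluorescence (Ex 488/Em 500-530) reported blocked Vif-mediated A3F-eYFP degradation.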
RXFP1 antagonist: RXFP1 (human) relaxin receptor antagonism. HEK293-RXFP1, relaxin-stimulated cAMP HTRF, 30 min; hits give low values. AID 1259400. activity change, negative = inhibition, % at 57.5 µM. hit rate 0.59% among 350,000;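 active = activity change of -60% or lower, but not beyond a set lower limit; inconclusive = change between -60% and -40%, or beyond the set limit; inactive = change above -40%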; also: % is scaled to controls: 0 for no effect and ±100 for the full control effect
Target sequence (Q9HBX9 whole entry, looked up): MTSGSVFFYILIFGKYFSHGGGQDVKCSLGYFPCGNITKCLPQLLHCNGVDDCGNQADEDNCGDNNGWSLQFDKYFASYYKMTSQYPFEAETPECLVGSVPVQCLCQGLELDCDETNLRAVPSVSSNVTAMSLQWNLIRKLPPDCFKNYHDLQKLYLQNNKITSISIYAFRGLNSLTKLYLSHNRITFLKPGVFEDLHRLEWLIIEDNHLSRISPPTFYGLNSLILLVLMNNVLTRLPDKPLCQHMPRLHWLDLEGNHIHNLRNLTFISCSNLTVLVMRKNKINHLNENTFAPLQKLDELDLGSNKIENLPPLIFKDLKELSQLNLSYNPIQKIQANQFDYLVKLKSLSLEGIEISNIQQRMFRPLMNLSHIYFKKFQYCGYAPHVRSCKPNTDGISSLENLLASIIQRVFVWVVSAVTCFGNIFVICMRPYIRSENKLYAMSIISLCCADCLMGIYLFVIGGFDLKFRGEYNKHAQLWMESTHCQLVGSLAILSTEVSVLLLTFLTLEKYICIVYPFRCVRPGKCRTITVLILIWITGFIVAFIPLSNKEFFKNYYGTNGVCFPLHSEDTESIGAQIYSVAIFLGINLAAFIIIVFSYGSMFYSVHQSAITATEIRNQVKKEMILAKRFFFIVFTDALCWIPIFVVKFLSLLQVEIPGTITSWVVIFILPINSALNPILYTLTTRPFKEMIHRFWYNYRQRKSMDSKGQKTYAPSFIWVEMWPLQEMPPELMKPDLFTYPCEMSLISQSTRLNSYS
Vif-APOBEC3G blk: Vif-A3G binding inhibition; hit rate 0.076% among 410,000; AID 602310; Potency, µM (titrated, usually from 46.1 µM), for the others: top-dose activity, negative = active, hits mostly inhibitors; Q9HC16; HeLa A3G-eYFP + Vif (tagged APOBEC3G with the HIV-1 protein that degrades it), YFP fluorescence, overnight;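 also: potency is read from the fitted curve at half-maximal effect; % is scaled to controls: 0 for no effect and ±100 for the full control effect; nearly all actives have a fitted effect of over 60% in size; hits raise eYFP signal because A3G escapes Vif-driven loss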
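HeLa cells stably expressing Vif and C-terminally eYFP-tagged A3G, seeded overnight at 37 deg C, then exposed to compound by pintool overnight at 37 deg C. Rise in yellow fluorescence (Ex 488/Em 500-530, Acumen) marks blocked Vif-driven A3G degradation.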
D1 antag: antagonists of human D1 dopamine receptor. hit rate 3.2% among 360,000. activity change, negative = inhibition, % at 10 µM. HEK293 TREx D1 cells, calcium flux, dopamine EC80; hits give low values; in the data active = activity change below about -30%; also: % is scaled to controls: 0 for no effect and ±100 for the full control effect
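Kinetic fluorescence of a calcium dye serves as the read-out. D1-expressing Hek293 Trex cells, induced overnight at 30 C, are exposed to compound for 180 s before an EC80 dopamine addition, then read 180 s further.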
D1 PAM: enhances dopamine response at the human D1 receptor. P21728. HEK293 TREx D1 cells, calcium flux, dopamine EC20 potentiation. AID 504651. potentiation, % at 10 µM. hit rate 0.036% among 360,000; in the data active = potentiation above about 30%; also: 0% is about no effect
RXFP1 agonist: agonists of human relaxin receptor RXFP1. Q9HBX9. HEK293T-RXFP1 cAMP TR-FRET, 30 min; response scale: percent of porcine relaxin response, buffer zero. Potency, µM (series often up to 57.5 µM), inactives show at the highest dose activation, actives largely listed as activators. hit rate 0.3% among 370,000. AID 2676; also: potency is read from the fitted curve at half-maximal effect; % is scaled to controls: 0 for no effect and ±100 for the full control effect; nearly all actives have a fitted effect of over 60% in size; many of its hits are not listed in these tables
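cAMP rise read by TR-FRET after 30 min, 37C compound exposure (up to 58 uM) in RXFP1-transfected HEK293 cells with Ro 20174 present. EC50 from Hill-equation fits, with 29 nM porcine relaxin as 100% and buffer as basal.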
D2 potentiator: D2 dopamine receptor (human) potentiation; P14416; HEK293 T-REx D2, calcium flux, EC20 dopamine potentiation; potentiation, % at 10 µM; hit rate 0.34% among 340,000; AID 485347;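 active = potentiation over 3 SD above the plate norm, cut at about 30% in these data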; also: 0% is about no effect
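Cells plated with tetracycline inducer and held overnight at 30 C; calcium dye loaded 30–90 min at room temperature; baseline taken, compound added and read 180 s; EC20 dopamine then added and read 180 s.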
* = called active by the depositor; ? = inconclusive; nt = not tested or not shown; & = joins results of further samples. Unless noted, calls follow the shape of the dose curve; as a rule, active = well fitted curve in the direction sought with a large enough effect; inconclusive = small, poorly fitted or top-dose-only effect, or another doubt; inactive = no such curve, though single readings can be large; an effect the other way counts as inactive or inconclusive. The list is partial; count on the stated rates, not on these rows.

SMILES	GRP78 ERSR act	D1 agonist	Vif-A3F inh	RXFP1 antagonist	Vif-APOBEC3G blk	D1 antag	D1 PAM	RXFP1 agonist	D2 potentiator
COc1cc(OC)cc(C(=O)NNC(=O)CCCOc2ccccc2)c1	-4%	3	2%	-10	0%	1	-2	-1.1%	-2
Cc1ccccc1OCCC(=O)NCCc1ccc(S(N)(=O)=O)cc1	-1%	2	-6%	-1	1%	6	-3	3.1%	-3
C=CCN(CC=C)C(=O)c1cccc(S(=O)(=O)N2c3ccccc3CC2C)c1 (stereo not drawn)	0%	3	-12%	2	6%	2	-1	2.3%	-2
CCCNC(C)C(=O)Nc1ccccc1C (stereo not drawn)	-1%&-5%&-2%	0	7%	3	-2%	14	-2	0.4%	6
CCOC(=O)N1CCN(C2=C(NS(=O)(=O)c3ccc(Br)cc3)C(=O)c3ccccc3C2=O)CC1	-4%	nt	-7%	5	-11%	nt	nt	nt	nt
Cc1cc(C)n(-c2ccc(C(=O)N3CCN(S(=O)(=O)c4ccc(Cl)cc4)CC3)cc2)n1	-5%	11	-12%	3	1%	-22	nt	-0.5%	-28
Cn1c(SCC(=O)NC2CCCC2)nc2cccnc21	-6%	2	-6%	2	1%	1	6	1.9%	12
CN1CCCN(Cc2ccccc2C(F)(F)F)CC1	-2%	4	-8%	-6	-3%	-21	-3	-0.4%	-20
COc1cccc(-n2c(=O)c3sccc3n(CC(=O)NCC3CCCO3)c2=O)c1 (stereo not drawn)	6%	3	-1%	-5	-10%	-4	4	2.7%	10
CCCCC(=O)OCC(=O)C1(O)Cc2c(O)c3c(c(O)c2C(OC2CC(NC(=O)C(F)(F)F)C(O)C(C)O2)C1)C(=O)c1c(OC)cccc1C3=O (stereo not drawn)	6%	nt	-13%	-2	-1%	nt	nt	nt	nt
CCOc1cc(/C=N/O)cc(Br)c1OC	-1%	1	6%	9	1%	-22	-5	2.2%	-1
COc1ccc(S(=O)(=O)N2CCN(C)CC2)cc1C(=O)Nc1ccccc1	0%	0	20%	7	3%	-10	-4	1.0%	-1
Cc1ccc(-n2nc3c(=O)n(CC(=O)NC(C)CCc4ccccc4)nc(C)c3c2C)cc1 (stereo not drawn)	-2%	-1	9%	-1	2%	7	1	-0.7%	4
Cc1ccccc1NC(=O)c1cccc(S(=O)(=O)Nc2cccc(C(=O)O)c2)c1	-4%	-3	10%	11	-4%	-31*	2	-4.6%	-3
CCOc1ccc(C(CC(=O)O)NC(=O)c2cccs2)cc1OC (stereo not drawn)	-3%	1	-14%	-10	0%	3	-2	0.7%	3
COc1ccc(C(=O)NCC(=O)N/N=C/c2ccco2)cc1OC	-4%	2	10%	-19	1%	-8	-8	-0.1%	9
CCc1c(O)nc(SCC(=O)Nc2ccc3c(c2)CCC3)[nH]c1=O	2%	1	?	-6	-8%	10	-2	1.3%	16
CN(Cc1ccccc1)C(=O)CCS(=O)(=O)c1ccc2c(c1)n(C)c(=O)c(=O)n2C	-1%	0	-1%	nt	0%	11	-1	5.7%	-5
Cc1cc(OCCCn2ccnc2)ccc1C(C)C	1%	8	0%	-4	-2%	2	-13	3.3%	nt
O=C(COC(=O)c1cccc(F)c1)NC(=O)NC1CCCC1	1%	1	0%	-8	4%	10	-1	1.9%	15
O=C(Nc1cccn(Cc2c(Cl)cccc2Cl)c1=O)c1ccc(Cl)cc1Cl	1%	nt	-5%	32	3%	nt	nt	2.0%	nt
Cc1ccc(C(C)C)c(OCCSc2nc(-c3cccs3)nc3cc(=O)[nH]n23)c1	-7%	7	-13%	-15	1%	-25	-5	-1.1%	-3
CN(C(=O)COC(=O)c1ccccc1Nc1ccccc1)C1CCS(=O)(=O)C1 (stereo not drawn)	0%	0	7%	2	4%	-17	7	2.7%	-4
C=CCC(O)(CC=C)CNC(=O)C1CCC(=O)N(CCCc2ccccc2)C1 (stereo not drawn)	-5%	3	-1%	8	2%	2	-6	-2.3%	-6
COc1ccc(CCNC(=O)NC23CC4CC(CC(C4)C2)C3)cc1OC	-3%	2	-1%	-15	0%	-1	-7	-1.1%	-9

An excerpt of these results, with two lines to a compound.
Values in the order – GRP78 ERSR act | D1 agonist | Vif-A3F inh | RXFP1 antagonist | Vif-APOBEC3G blk | D1 antag | D1 PAM | RXFP1 agonist | D2 potentiator
CN(Cc1ccccc1)C(=O)CCS(=O)(=O)c1ccc2c(c1)n(C)c(=O)c(=O)n2C
  -1% | 0 | -1% | nt | 0% | 11 | -1 | 5.7% | -5
Cc1cc(OCCCn2ccnc2)ccc1C(C)C
  1% | 8 | 0% | -4 | -2% | 2 | -13 | 3.3% | nt

New compounds follow.
SMILES	GRP78 ERSR act	D1 agonist	Vif-A3F inh	RXFP1 antagonist	Vif-APOBEC3G blk	D1 antag	D1 PAM	RXFP1 agonist	D2 potentiator
COc1ccc(OC)c2sc(N3CCN(C(=O)c4ccco4)CC3)nc12	1%	-4	-1%	nt	-2%	nt	-1	0.6%	-4
C/C(=N\NC(=O)c1cccnc1)c1ccc(Br)cc1	7%	4	10%	-1	-3%	23	-4	0.0%	8
CC(Oc1ccccc1F)C(=O)NCC1(N2CCOCC2)CCCCC1 (stereo not drawn)	-4%	-1	2%	-15	4%	2	0	0.9%	2
O=C(/C=C/N1CCOCC1)c1ccc(-c2ccccc2)cc1	7%	5	-6%	-11	2%	-5	-4	0.7%	7
O=C(c1cccc(F)c1)N1CCN(Cc2c[nH]c3ccccc23)CC1	-1%	1	2%	4	-3%	-55*	-5	-0.9%	-2
O=C(COC(=O)c1ccccc1SCC(=O)N1CCCC1)Nc1ccccc1C(F)(F)F	-4%	2	1%	-6	0%	-22	-9	5.4%	1
COc1ccc(-c2[nH]nc3nc(-c4cc(Br)ccc4OC)cc(C(=O)O)c23)cc1	-1%	4	-7%	-3	2%	-1	-4	-3.4%	0
CCn1cc2nc(SCC(=O)Nc3ccc(OC)c(OC)c3)n(Cc3ccc(Cl)cc3)c(=O)c2n1	-2%	0	-1%	nt	-2%	-2	0	0.5%	20
COc1ccc2nc(C)cc(N/N=C/c3ccc(F)cc3)c2c1	-13%	-1	6%	-9	-26%	-10	-2	1.1%	nt
Cc1ccc(Cl)cc1N1CCN(C(=O)c2cn(C)c3ccc(S(=O)(=O)N4CCC(C)CC4)cc3c2=O)CC1	-2%	0	-4%	3	3%	-5	1	0.4%	-3
Cc1oc(/C=N/NC(=O)CC2(C)OCCO2)cc1Br	1%	0	-2%	-24	0%	1	2	-1.4%	4
CCN(CC)c1ccc(C(=O)N/N=C(\C)c2cccc(OC)c2)cc1	4%	1	-7%	-13	-21%	16	-4	1.0%	5
COc1cc([N+](=O)[O-])ccc1NC(=O)CCS(=O)(=O)c1ccc2c(c1)n(C)c(=O)c(=O)n2C	-4%	14	1%	6	1%	4	3	4.6%	6
O=C(NCCN1CCOCC1)c1cc(-c2ccco2)on1	3%	0	4%	5	1%	1	4	0.1%	10
CCN(CC)c1ccc(NS(=O)(=O)c2cc(-c3cc(C)no3)ccc2C)c(C)c1	-2%	4	7%	-32	0%	-8	-2	-0.1%	-2
CC1(C)CC(=O)C/C(=N\NC(=O)C2CC23CCC3)C1 (stereo not drawn)	-4%	6	3%	-13	1%	4	0	4.2%	-5
CC(C)(C)NC(=O)NC(=O)CN1CCc2ccccc21	-5%	3	3%	-6	9%	21	2	0.0%	6
CC(C)NC(=O)c1ccccc1S(=O)(=O)c1ccccc1C#N	-4%	1	1%	-1	0%	-14	-6	-0.1%	-3
CC(=O)Nc1c(C(=O)Nc2ccc3c(c2)OCO3)oc2ccccc12	2%	-1	5%	5	-2%	-3	0	-0.7%	-16
Cc1c(C(=O)Nc2ccc(Br)cc2F)oc2ccc(S(=O)(=O)N3CCCCC3)cc12	-3%	-2	4%	-12	3%	-6	0	8.0%	2

Of the compounds above, eight contain fluorine.
SMILES	GRP78 ERSR act	D1 agonist	Vif-A3F inh	RXFP1 antagonist	Vif-APOBEC3G blk	D1 antag	D1 PAM	RXFP1 agonist	D2 potentiator
CN1CCCN(Cc2ccccc2C(F)(F)F)CC1	-2%	4	-8%	-6	-3%	-21	-3	-0.4%	-20
CCCCC(=O)OCC(=O)C1(O)Cc2c(O)c3c(c(O)c2C(OC2CC(NC(=O)C(F)(F)F)C(O)C(C)O2)C1)C(=O)c1c(OC)cccc1C3=O (stereo not drawn)	6%	nt	-13%	-2	-1%	nt	nt	nt	nt
O=C(COC(=O)c1cccc(F)c1)NC(=O)NC1CCCC1	1%	1	0%	-8	4%	10	-1	1.9%	15
CC(Oc1ccccc1F)C(=O)NCC1(N2CCOCC2)CCCCC1 (stereo not drawn)	-4%	-1	2%	-15	4%	2	0	0.9%	2
O=C(c1cccc(F)c1)N1CCN(Cc2c[nH]c3ccccc23)CC1	-1%	1	2%	4	-3%	-55*	-5	-0.9%	-2
O=C(COC(=O)c1ccccc1SCC(=O)N1CCCC1)Nc1ccccc1C(F)(F)F	-4%	2	1%	-6	0%	-22	-9	5.4%	1
COc1ccc2nc(C)cc(N/N=C/c3ccc(F)cc3)c2c1	-13%	-1	6%	-9	-26%	-10	-2	1.1%	nt
Cc1c(C(=O)Nc2ccc(Br)cc2F)oc2ccc(S(=O)(=O)N3CCCCC3)cc12	-3%	-2	4%	-12	3%	-6	0	8.0%	2

Source: PubChem
